BRCT inh red – qHTS Assay for Inhibitors of BRCT-Phosphoprotein Interaction (Red Fluorophore) | 75,000 compounds, 0.03% hits | Potency, µM (doses to about 76.9 µM), inactives show top-dose activity change, negative = inhibition, hits mostly inhibitors | Breast cancer type 1 susceptibility protein (Homo sapiens), P38398 | AID 892, 2007 | BRCT-phosphopeptide binding, red fluorescence polarization; further: on the % scale 0 is the no-effect control and ±100 the full control effect
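Rhodamine-labelled pBACH1 10-mer (100 nM) bound to BRCT domain (100 nM) at pH 7.3; compounds incubated 12 min room temperature, polarization read. Free peptide defines full inhibition; unlabelled decapeptide titrated as control.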
BRCT PPI green – qHTS Assay for Inhibitors of BRCT-Phosphoprotein Interaction (Green Fluorophore); Breast cancer type 1 susceptibility protein (Homo sapiens), P38398; BRCA1 BRCT-phosphopeptide binding, green fluorescence polarization; Potency, µM (top dose mostly 76.9 µM), for the others: at the highest dose activity change, negative = inhibition, actives largely listed as inhibitors; 75,000 compounds, 0.05% hits;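 further: potency means the concentration at half of the fitted maximal effect; plate controls were peptide without protein for full effect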
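Fluorescence polarization: His-tagged BRCT (~35 kDa BRCA1 C-terminus, 250 nM) bound to 100 nM fluorescein-labeled phosphorylated 10-aa BACH1 peptide, pH 7.3 phosphate buffer with DTT and Tween 20. Compounds incubated 12 min at room temperature; inhibition read as lowered polarization.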
ERK AVP block – qHTS Assay for Inhibitors of the ERK Signaling Pathway using a Homogeneous Screening Assay | 72,000 compounds, 0.99% hits | HEK293-V1b, vasopressin-stimulated pERK AlphaScreen | Potency, µM (doses to about 57.5 µM), inactives show at the highest dose activity, negative = inhibition, usual class: inhibitors; further: potency means the concentration at half of the fitted maximal effect; on the % scale 0 is the no-effect control and ±100 the full control effect; nearly all actives have a fitted effect of over 55% in size
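qHTS, compounds titrated on V1b-expressing HEK293 cells. Preincubation 30 min at 37C, vasopressin 25 nM for 5 min, lysis 10 min, bead incubation 5 hr at room temperature.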
HEK293 cAMP ctrl – qHTS Assay for Agonists of the Thyroid Stimulating Hormone Receptor: Activators of Intracellular cAMP Concentrations in Parental HEK 293; 73,000 compounds, 2.5% hits; AID 938, 2007; Potency, µM (series often up to 57.1 µM), for inactives: at the highest dose activation, usual class: activators; parental HEK293 CNG cAMP sensor, membrane potential fluorescence; further: potency means the concentration at half of the fitted maximal effect; % of control where 0% means no effect; nearly all actives have a fitted effect of over 55% in size
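Counterscreen for endogenous-receptor signalling: CNG-channel HEK 293 cells report cAMP rise by membrane depolarization. After 60 min dye equilibration with 100 uM RO 20-1724, compounds incubated 30 min before bottom-read fluorescence at 590 nm.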
A350 fluor – qHTS Assay for Spectroscopic Profiling in A350 Spectral Region; Compound autofluorescence, 340/450 nm, Alexa 350 dye-equivalents; active compounds read high; max dye-equivalent concentration, M; 59,000 compounds, 11% hits; AID 590, 2007; in the data active means max dye-equivalent concentration above about 10 nM; inconclusive means mostly about 1.1 nM to 9.6 nM
Caspase-7 inhib – qHTS Assay for Allosteric/Competitive Inhibitors of Caspase-7; P55210; recombinant caspase-7, Ac-DEVD-AFC fluorescence rate; Potency, µM (series often up to 57.5 µM), for the others: top-dose activity change, negative = inhibition, most hits filed as inhibitors; 75,000 compounds, 0.02% hits; active means well fitted inhibition curve with a large enough effect in the main read-out, with a control signal flat, not every such curve was filed as active; inconclusive means small, poorly fitted or top-dose-only effect, or a change in a side signal; further: potency means the concentration at half of the fitted maximal effect; % of control where 0% means no effect
Target sequence (P55210 24-198 limits assumed): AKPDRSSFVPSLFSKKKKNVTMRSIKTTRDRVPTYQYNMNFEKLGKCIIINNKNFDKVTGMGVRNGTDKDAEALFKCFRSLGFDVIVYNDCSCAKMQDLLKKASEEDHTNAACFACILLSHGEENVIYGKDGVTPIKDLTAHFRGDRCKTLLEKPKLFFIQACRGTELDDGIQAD
Target sequence (P55210 207-303 limits assumed): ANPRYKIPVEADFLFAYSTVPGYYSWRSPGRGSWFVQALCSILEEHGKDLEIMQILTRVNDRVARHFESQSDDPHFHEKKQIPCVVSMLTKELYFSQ
FLuc inh – qHTS Assay for Inhibitors of Firefly Luciferase; purified firefly luciferase, luminescence, 8 min; AID 411, 2009; 72,000 compounds, 2.2% hits; Luciferin 4-monooxygenase (Photinus pyralis), P08659; Potency, µM (doses to about 57.1 µM), inactives show top-dose activity change, negative = inhibition, hits mostly inhibitors; further: potency means the concentration at half of the fitted maximal effect; on the % scale 0 is the no-effect control and ±100 the full control effect; nearly all actives have a fitted effect of over 40% in size
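Titration-based qHTS; buffer 50 mM imidazole pH 7.2, 50 mM KCl, 7 mM MgCl2, 10 uM ATP, 0.01% Tween 20, 0.05% BSA; luciferase/luciferin detector mix added after compound; 8 min, ambient; luminescence.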
Tau fil binding – qHTS Assay for Tau Filament Binding; 71,000 compounds, 2% hits; recombinant tau filaments, thioflavin S fluorescence, 15 h; filaments grown with octadecylsulfate alongside compound; Potency, µM (doses to about 57.1 µM), inactives show at the highest dose activity change, negative = inhibition; AID 596, 2007; Microtubule-associated protein tau (Homo sapiens), P10636;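 further: potency means the concentration at half of the fitted maximal effect; on the % scale 0 is the no-effect control and ±100 the full control effect; actives lower thioflavin S fluorescence by blocking filaments or displacing dye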
Target sequence (P10636 whole entry, looked up): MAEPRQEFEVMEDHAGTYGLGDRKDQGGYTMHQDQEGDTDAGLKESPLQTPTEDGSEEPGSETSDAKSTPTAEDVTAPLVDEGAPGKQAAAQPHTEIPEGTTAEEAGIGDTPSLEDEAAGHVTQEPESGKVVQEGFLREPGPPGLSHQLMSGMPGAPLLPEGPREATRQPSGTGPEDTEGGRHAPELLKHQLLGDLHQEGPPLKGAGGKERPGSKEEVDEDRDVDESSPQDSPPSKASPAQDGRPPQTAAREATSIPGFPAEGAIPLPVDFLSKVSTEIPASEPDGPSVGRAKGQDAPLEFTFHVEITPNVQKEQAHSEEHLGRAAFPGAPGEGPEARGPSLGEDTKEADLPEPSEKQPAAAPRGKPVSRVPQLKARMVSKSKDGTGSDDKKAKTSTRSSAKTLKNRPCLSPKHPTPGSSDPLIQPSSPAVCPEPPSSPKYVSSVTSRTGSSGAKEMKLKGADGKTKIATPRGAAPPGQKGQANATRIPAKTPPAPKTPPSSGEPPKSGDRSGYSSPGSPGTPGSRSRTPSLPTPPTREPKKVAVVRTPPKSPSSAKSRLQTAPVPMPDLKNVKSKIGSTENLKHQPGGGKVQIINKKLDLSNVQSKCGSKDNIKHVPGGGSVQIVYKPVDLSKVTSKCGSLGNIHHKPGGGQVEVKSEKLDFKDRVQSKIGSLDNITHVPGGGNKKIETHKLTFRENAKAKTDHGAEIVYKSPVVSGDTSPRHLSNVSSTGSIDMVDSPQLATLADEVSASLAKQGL
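Thioflavine S fluorescence (ex 450, em 510 nm) reports filaments formed from 1 uM human tau plus 30 uM ODS over 15 h at 37 C (10 mM HEPES pH 7.4, 100 mM NaCl, 5 mM DTT); compounds displacing dye or blocking filaments lower signal.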
USP2a inhib – qHTS Assay for Inhibitors of Ubiquitin-specific Protease USP2a. 60,000 compounds, 0.1% hits. Potency, µM (titrated, usually from 38.3 µM), without a hit: at the highest dose activity change, negative = inhibition, hits mostly inhibitors. Ubiquitin carboxyl-terminal hydrolase 2 (Homo sapiens), O75604. AID 927, 2007. USP2a enzymatic assay, qHTS inhibition;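 further: potency means the concentration at half of the fitted maximal effect; nearly all actives have a fitted effect of over 60% in size; plate controls were DMSO for no effect and NEM full inhibition control for full effect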
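USP2 core (20 nM final) was preincubated with compound for 30 min at RT in 20 mM Tris-HCl pH 8.0, 2 mM CaCl2, 2 mM beta-mercaptoethanol; Ub-PLA2 (20 nM) plus NBD C6-HPC (20 uM) then added, fluorescence read after 2.5 h.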
Casp1 inh – qHTS Assay for Allosteric/Competitive Inhibitors of Caspase-1; P29466; Caspase-1 enzyme, Ac-WEHD-AFC fluorogenic rate; Potency, µM (series often up to 57.5 µM), for inactives: at the top dose activity change, negative = inhibition, usual class: inhibitors; 75,000 compounds, 0.03% hits;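 further: potency means the concentration at half of the fitted maximal effect; plate controls were vehicle for no effect and no substrate for full effect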
CRE Fsk mod – Cell signaling CRE-BLA (Fsk stim). CHO CRE-bla reporter (cAMP response element driving beta-lactamase), forskolin EC10, beta-lactamase ratio. Potency, µM (titrated, usually from 38.2 µM), inactives show at the highest dose activity change, negative = inhibition, usual class: activators. 71,000 compounds, 2.5% hits; active means well fitted activation curve with a large enough effect in the signal ratio, with a control signal flat, not every such curve was filed as active; inconclusive means small, poorly fitted or top-dose-only effect, or effect the other way, or a change in a side signal; the % refers to the signal ratio; further: potency means the concentration at half of the fitted maximal effect; % of control where 0% means no effect
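The 460nm/530nm emission ratio after CCF4 loading defined %Activity, from which AC50 values were obtained. CRE-bla CHO cells received compound dilution series together with an EC10 level of NKH 477 for 3 hours at 37 degrees Celsius.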
Active calls of the source: *; i = inactive; ? = inconclusive; . = no result given; [ ] = another dose, or the depositor's remark. Unless noted, the call rests on the fitted dose curve; in most records, active means well fitted curve in the direction sought with a large enough effect; inconclusive means small, poorly fitted or top-dose-only effect, or another doubt; inactive means no such curve, though single readings can be large; an effect the other way counts as inactive or inconclusive.

entry	canonical_smiles	USP2a inhib	HEK293 cAMP ctrl	Casp1 inh	BRCT PPI green	BRCT inh red	Caspase-7 inhib	A350 fluor	FLuc inh	ERK AVP block	CRE Fsk mod	Tau fil binding
1	C=CCNC(=O)C(C)Sc1ccc(Cl)cc1 (stereo unspecified)	13%	19%	-3%	-1.4%	-0.6%	-1%	i	0%	8%	-3%	-13%
2	CN(C)C(=O)CSc1nc2ccccc2c(=O)[nH]1	2%	-2%	0%	0.5%	-0.2%	0%	i	0%	-15%	5%	-4%
3	O=C(Nc1cccnc1)C1(F)C(F)(F)C(F)(F)C(F)(F)C(F)(F)C1(F)F	-11%	10%	0%	-3.3%	-2.6%	1%	i	3%	6%	-6%	-7%
4	Cc1ccccc1CN1CCN(C(=O)c2cccc(F)c2)CC1	3%	3%	0%	-1.3%	0.9%	1%	i	2%	-7%	-5%	-1%
5	O=C1c2ccccc2C(=O)N1c1ccccc1S(=O)C(F)(F)F (stereo unspecified)	4%	0%	?	-1.4%	-0.5%	-19%	i	0%	3%	?	29%
6	O=C(CSc1nnc(-c2ccco2)n1CC1CCCO1)c1ccccc1 (stereo unspecified)	28%	6%	0%	2.7%	0.6%	-3%	i	-2%	-17%	-11%	-3%
7	Cc1ccc(C)c(C(=N)c2ccccc2Cc2ccccc2)c1	.	21%[11.4 µM]	-2%[11.5 µM]	0.8%[15.4 µM]	-1.6%[15.4 µM]	4%[11.5 µM]	i	3%[11.4 µM]	-3%[11.5 µM]	9%[7.6 µM]	-5%[11.4 µM]
8	Cc1ccnc(SCCn2c(Br)nc3c2c(=O)n(C)c(=O)n3C)n1	3%	10%	-1%	-1.8%	0.9%	0%	i	1%	-12%	1%	-10%
9	Cc1ccc(CNC2=NCCCCC2)n1C	0%	1%	-3%	0.1%	-0.5%	-1%	?	-6%	-9%	-2%	2%
10	O=C(Nc1ccccc1)N1CCC(c2nc(-c3ccc(S(=O)(=O)N4CCOCC4)cc3)no2)CC1	29%	12%	2%	-4.8%	0.9%	-1%	i	-1%	-27%	-7%	1%
11	CC(C)(C)c1ccc(NC(=O)COC(=O)C2=COCCO2)cc1	4%	-7%	1%	-0.2%	-0.5%	6%	?	-4%	-1%	4%	8%
12	N#Cc1cn(-c2ccccc2)nc1-c1ccccc1	-7%	?	0%	3.4%	0.8%	0%	i	-16%	3%	5%	69%
13	COc1cccc2sc(N)nc12	.	23%	-3%	-5.3%	0.8%	2%	.	.	5%	-2%	0%
14	Cc1ccc(Cn2ccc(NC(=O)CCSc3nc(-c4ccco4)cc(C(F)(F)F)n3)n2)cc1	18%	20%	-2%	-0.4%	-1.1%	-1%	i	4%	-10%	0%	-8%
15	FC(F)(F)c1cc(-c2ccco2)nc(-n2nc(C(F)(F)F)cc2C2CC2)n1	-10%	?	-1%	-2.5%	-0.9%	-3%	?	1%	-9%	?	-22%
16	COc1ccc(NC(=O)C23CCC(C2)C(C)(C)C3=O)cc1 (stereo unspecified)	1%	?	1%	-1.9%	-1.0%	0%	i	-1%	-7%	3%	-6%
17	CCCCC[C@H](O)/C=C/[C@H]1[C@H](O)CC(=O)[C@@H]1C/C=C\CCCC(=O)O	.	0.01µM*	2%	3.8%	-0.2%	-2%	.	.	?	.	.
18	O=C(CSc1ncn(-c2ccccc2)n1)c1cccs1	1%	13%	-6%	0.2%	1.4%	-2%	i	-12%	-15%	4%	-6%
19	CN(C)c1ccc(C(=S)N2CCN(c3ccccc3)CC2)cc1	7%	5%	-3%	-0.5%	-1.6%	-3%	i	-5%	?	9%	-3%
20	COc1cc(C)c(S(=O)(=O)N2CCN(C)CC2)cc1C	-3%	9%	0%	-2.9%	0.4%	0%	i	0%	-15%	1%	9%
21	CCN(CC)C(=O)c1cc2c(=O)n3cccc(C)c3nc2n1C	5%	1%	?	1.6%	1.4%	-20%	7e-07M*	0%	-1%	?	4%
22	Nc1nc(N2CCOCC2)nc(N(c2ccccc2)c2ccccc2)n1	.	.	1%	-0.4%	-3.6%	1%	.	-1%	.	1%	3%
23	CCC1OC(=O)CC(O)C(C)[C@@H](O[C@@H]2OC(C)[C@H](O[C@@H]3C[C@@](C)(O)C(O)C(C)O3)C(N(C)C)C2O)[C@H](CC=O)CC(C)C(=O)/C=C/C(C)=C/[C@@H]1COC1OC(C)C(O)C(OC)[C@@H]1OC (stereo partly specified)	12%	.	-3%	-0.6%[3.08 µM]	0.0%	1%	.	.	2%	.	.
24	CC1(C)CC(=O)C(C(=O)CCCCC(=O)C2C(=O)CC(C)(C)CC2=O)C(=O)C1	-1%	?	-2%	1.6%	-1.2%	1%	?	1%	11%	?	-36%
25	CC[n+]1ccc(C)c2cc(S(=O)C(F)(F)F)ccc21 (stereo unspecified)	1%	-7%	-2%	0.1%	0.0%	-3%	i	2%	-2%	0%	6.3µM*
26	Cc1cc(=O)[nH]c(-c2ccccc2O)n1	-4%	5%	-7%	-0.7%	-2.4%	-1%	.	0%	5%	4%	-8%
27	Cc1csc(NC(=O)CSc2nnc(-c3ccoc3C)n2Cc2ccco2)n1	20%	?	-3%	3.0%	-0.9%	-2%	i	0%	21%	13%	12%
28	CCCC(c1nnnn1Cc1ccco1)N1CCN(C2CCCC2)CC1 (stereo unspecified)	-3%	16µM*	0%	-0.8%	-2.3%	0%	i	1%	-24%	-6%	6%
29	COc1ccc(CCNC(=O)C2CCCN(S(=O)(=O)c3cccc4nonc34)C2)cc1OC (stereo unspecified)	9%	7%	1%	-3.2%	-0.6%	2%	i	1%	-22%	-10%	-8%
30	Cc1ccc2c(c1)[nH]c1c(=O)n(CCCN3CCOCC3)cnc12	2%	6%	-3%	-0.4%	-0.5%	0%	?	-3%	-5%	6%	10%
31	CN(C)c1ccc(CNn2cnnc2)cc1	-5%	0%	1%	-0.9%	0.5%	3%	i	2%	-9%	-2%	-1%
32	CCN(CC)CCNC(=O)c1ccc(CS(=O)(=O)c2ccc(Br)cc2)o1	.	?	-8%	-2.4%	0.4%	-1%	.	3%	-17%	0%	-11%
33	CN1CC[C@@]2(CCN3CCc4c(oc5ccccc45)[C@@H]3C2)N(C)C1=O	-1%	10%	1%	-1.9%	-2.6%	0%	3.6e-08M*	-1%	4%	-5%	5%
34	C#C[C@@]1(O)CCC2C3CCc4cc(O)ccc4C3CC[C@@]21C (stereo partly specified)	5%	.	0%	-0.8%[3.08 µM]	-0.5%	0%	.	.	-2%	.	.
35	O=C(NCCCCO)C(F)(F)C(F)(F)C(F)(F)C(=O)NCCCCO	-2%	9%	1%	-3.0%	0.7%	0%	i	1%	-23%	1%	3%
36	COCCN(C(=O)CCC(=O)Nc1ccccn1)C(C(=O)NC1CCCC1)c1ccc(OC)cc1 (stereo unspecified)	.	14%	0%	-2.2%	1.1%	2%	i	3%	-8%	-7%	2%
37	COc1ccc2nc(NCN3C(=O)c4ccccc4C3=O)sc2c1	.	-4%[11.4 µM]	-10%[11.5 µM]	1.1%[15.4 µM]	-1.1%[15.4 µM]	3%[11.5 µM]	2.4e-08M*	2%[11.4 µM]	10%[11.5 µM]	-5%[7.6 µM]	-10%[11.4 µM]
38	Cc1c(N=Cc2ccncc2)c(=O)n(-c2ccccc2)n1C	-5%	8%	0%	-1.2%	-4.8%	-1%	i	-1%	4%	?	-3%
39	CCOCC(=O)Nc1cccc(NC(C)=O)c1	-6%	6%	0%	0.4%	0.0%	1%	i	0%	-10%	-2%	1%
40	Cc1ccc(CC2CC(=O)N(c3ccncc3)C2=O)cc1 (stereo unspecified)	5%	9%	-2%	-3.3%	1.2%	-3%	i	0%	10%	2%	-17%
41	CCN(CC)S(=O)(=O)c1ccc(-c2nnc(SCC(=O)c3ccc(OC)cc3)o2)cc1	6%	13%	2%	0.2%	1.1%	-2%	i	1%	11%	-2%	13%

Compounds were not picked by outcome; any-hit rate near 16%.
